USP1 inh: blocks the human USP1/UAF1 deubiquitinase complex | Potency, µM (highest dose often 57.1 µM), for inactives: top-dose activity change, negative = inhibition, usual class: inhibitors | AID 743255 | 390,000 tested, 0.23% active | recombinant USP1/UAF1, Ub-Rhodamine cleavage fluorescence | O94782; note: % is set by controls: 0 for no effect and ±100 for the full control effect; nearly all actives have a fitted effect of over 60% in size; inactives centre near -12
Target sequence (O94782 whole entry, looked up): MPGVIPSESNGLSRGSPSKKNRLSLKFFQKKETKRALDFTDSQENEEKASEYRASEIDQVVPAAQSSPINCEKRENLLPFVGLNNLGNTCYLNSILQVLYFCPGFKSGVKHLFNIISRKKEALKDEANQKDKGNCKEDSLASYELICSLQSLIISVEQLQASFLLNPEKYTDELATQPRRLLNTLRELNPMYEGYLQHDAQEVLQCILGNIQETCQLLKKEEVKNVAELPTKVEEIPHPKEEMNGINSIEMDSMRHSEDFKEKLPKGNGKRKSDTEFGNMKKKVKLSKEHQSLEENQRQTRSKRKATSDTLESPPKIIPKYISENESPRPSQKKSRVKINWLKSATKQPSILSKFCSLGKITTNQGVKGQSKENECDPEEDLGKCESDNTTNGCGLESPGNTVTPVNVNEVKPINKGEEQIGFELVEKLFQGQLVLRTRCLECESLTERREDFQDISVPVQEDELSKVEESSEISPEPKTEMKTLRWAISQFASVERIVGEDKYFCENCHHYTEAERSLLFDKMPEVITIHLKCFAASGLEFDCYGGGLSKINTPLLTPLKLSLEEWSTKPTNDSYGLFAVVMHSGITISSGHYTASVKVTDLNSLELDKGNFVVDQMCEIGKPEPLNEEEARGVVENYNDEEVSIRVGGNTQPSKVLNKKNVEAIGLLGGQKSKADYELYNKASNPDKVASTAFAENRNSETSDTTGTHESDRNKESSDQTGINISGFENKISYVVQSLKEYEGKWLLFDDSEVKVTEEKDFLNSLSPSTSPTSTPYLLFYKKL
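High-throughput fluorogenic screen: 1nM USP1/UAF1 complex, Ub-Rho substrate 150nM final, 50mM HEPES pH 7.8 with 0.5mM EDTA, 0.1 mg/ml BSA, 1mM TCEP and 0.01% Tween-20.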
Vif-APOBEC3G blk: inhibitors of Vif-APOBEC3G interaction; Q9HC16; HeLa A3G-eYFP + Vif (tagged APOBEC3G with the HIV-1 protein that degrades it), YFP fluorescence, overnight; Potency, µM (highest dose often 46.1 µM), for the others: at the highest dose activity, negative = active, hits mostly inhibitors; 410,000 tested, 0.076% active; AID 602310;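 note: % is set by controls: 0 for no effect and ±100 for the full control effect; nearly all actives have a fitted effect of over 60% in size; hits raise eYFP signal because A3G escapes Vif-driven loss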
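Read-out is eYFP fluorescence (Ex 488/Em 500-530) from Vif-expressing HeLa A3G-eYFP cells; more signal means A3G escaped Vif-mediated degradation. Cells plated overnight, compound pinned in, incubated overnight at 37 deg C.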
RXFP1 agonist: agonists of human relaxin receptor RXFP1 | Q9HBX9 | HEK293T-RXFP1 cAMP TR-FRET, 30 min; response scale: percent of porcine relaxin response, buffer zero | Potency, µM (titrated, usually from 57.5 µM), for inactives: top-dose activation, hits mostly activators | 370,000 tested, 0.3% active; note: % is set by controls: 0 for no effect and ±100 for the full control effect; nearly all actives have a fitted effect of over 60% in size; many of its hits are not listed in these tables
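Agonist response is measured as cAMP accumulation in an RXFP1-transfected HEK293T line under PDE4 inhibition. Values are scaled between buffer-only and 29 nM porcine relaxin, and EC50s come from standard Hill equation fits.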
Vif-APOBEC3F blk: blocks the Vif interaction with APOBEC3F; HeLa A3F-eYFP + Vif (tagged APOBEC3F with the HIV-1 protein that degrades it), YFP fluorescence increase; Potency, µM (series often up to 46.1 µM), without a hit: at the top dose activity, negative = active; 390,000 tested, 0.2% active; note: % of control where 0% means no effect; nearly all actives have a fitted effect of over 65% in size
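Fluorescence increase (Ex 488/Em 500-530) after overnight compound treatment at 37 deg C flags inhibition of Vif-driven A3F-eYFP loss in stable HeLa A3F-eYFP/Vif cells seeded overnight beforehand.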
rTrxR1 inhibitor: blocks rat thioredoxin reductase 1 | O89049 | recombinant rTrxR1, NADPH fluorescence consumption, selenite substrate | Potency, µM (titrated, usually from 114 µM), for the others: at the top dose activity change, negative = inhibition, hits mostly inhibitors | 390,000 tested, 1% active | AID 588453; note: % is set by controls: 0 for no effect and ±100 for the full control effect; nearly all actives have a fitted effect of over 65% in size
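Rat TrxR1 (90 nM in the dispensed reagent) was pre-reduced with 400 uM NADPH for 5 min at room temperature, then incubated with compound for 15 min. After 400 uM selenite was added, NADPH fluorescence (Ex 340/Em 450 nm) was followed for 8 min.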
mIDH1 inhibitor: inhibitors of human mutant IDH1 R132H; O75874; IDH1-R132H enzyme, NADPH consumption, diaphorase/resazurin fluorescence; Potency, µM (titrated, usually from 76.6 µM), without a hit: top-dose activity change, negative = inhibition, actives largely listed as inhibitors; 390,000 tested, 0.093% active; AID 602179; note: % is set by controls: 0 for no effect and ±100 for the full control effect; nearly all actives have a fitted effect of over 65% in size
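IDH1-R132H (0.5 ug/mL) preincubated 30 min with compound, then NADPH (0.016 mM) and alpha-KG (2 mM) added; 80 min at RT, pH 7.5. Remaining NADPH coupled via diaphorase/resazurin to fluorescence (540/590 nm); concentration-response curves normalized to no-enzyme control.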
ALOX12 inh: inhibitors of human 12S-lipoxygenase ALOX12 | P18054 | purified 12hLO, xylenol orange hydroperoxide absorbance | Potency, µM (titrated, usually from 108 µM), inactives show at the highest dose activity change, negative = inhibition, most hits filed as inhibitors | 580,000 tested, 1.1% active | AID 1671190; note: % is set by controls: 0 for no effect and ±100 for the full control effect
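Hydroperoxide product was detected by ferrous iron/xylenol orange as the 573 to 405 nm absorbance ratio. Arachidonic acid at 40 uM (final) was turned over for 30 min at room temperature by 150 nM human 12hLO, pH 7.0 Hepes buffer, after 15 min compound preincubation.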
TrxR1 substrate: rat thioredoxin reductase 1 substrate activity; 390,000 tested, 0.01% active; O89049; AID 588456; Potency, µM (doses to about 114 µM), inactives show at the top dose activity change, negative = substrate turnover; purified TrxR1 substrate turnover, NADPH consumption readout; note: % is set by controls: 0 for no effect and ±100 for the full control effect; nearly all actives have a fitted effect of over 50% in size
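Rat TrxR1, dispensed at 90 nM, was prereduced with 400 uM NADPH (final) for 5 min at ~22 deg C, then incubated with compound 15 min before 400 uM selenite. A first-read NADPH fluorescence drop versus no-compound background flagged substrates.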
RGS4 inh: blocks human RGS4-accelerated GTP hydrolysis; 390,000 tested, 0.039% active; AID 504845; Transcreener GDP fluorescence polarization, RGS4-accelerated GTP hydrolysis; Potency, µM (titrated, usually from 114 µM), for the others: top-dose activity change, negative = inhibition, usual class: inhibitors; P49798; note: % is set by controls: 0 for no effect and ±100 for the full control effect; nearly all actives have a fitted effect of over 75% in size; some results filed as inactive show a strong effect at the top dose
Target sequence (P49798 whole entry, looked up): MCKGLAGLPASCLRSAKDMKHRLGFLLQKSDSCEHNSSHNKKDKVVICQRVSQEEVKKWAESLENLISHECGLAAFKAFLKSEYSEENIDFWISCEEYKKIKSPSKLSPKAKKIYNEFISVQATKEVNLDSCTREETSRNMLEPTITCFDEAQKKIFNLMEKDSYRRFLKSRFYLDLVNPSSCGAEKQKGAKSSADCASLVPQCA
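MLSMR compounds (23 nl, pin-transferred) preincubated 10 min at room temperature with a 500nM (2x) first reagent, then RGS4 at 900nM (2x) plus Transcreener GDP mix added; fluorescence polarization (620/688 nm) read before and after 90 min at 30 °C.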
Active calls of the source: *; ? = inconclusive; . = not tested or not shown; & = joins results of further samples; [ ] = remark or other dose. Calls come from the whole dose curve; as a rule, active = well fitted curve in the direction sought with a large enough effect; inconclusive = small, poorly fitted or top-dose-only effect, or another doubt; inactive = no such curve, though single readings can be large; an effect the other way counts as inactive or inconclusive. Potency is the fitted concentration of half-maximal effect. This is a subset (hit frequency here may not be typical).

1. O=C(CCN1CCN(CC(=O)Nc2ccccc2F)CC1)Nc1ccccc1F
2. COCCn1nnnc1C(c1cccc(C(F)(F)F)c1)N1CCN(Cc2ccccc2)CC1 (stereo not given)
3. O=C(/C=C\c1ccccc1[N+](=O)[O-])Nc1ccccc1
4. CC/C(=N\OC(=O)c1ccc(OC(C)C)cc1)c1ccc(C)cc1
5. Cc1ccccc1NS(=O)(=O)c1cc(C(=O)Nc2ccccc2-c2ccccc2)ccc1Cl
6. CCC1CN(C(=O)N2CCC(C(=O)NCCc3ccccc3Cl)CC2)c2cc(C)ccc2O1 (stereo not given)
7. CCCN(C(=O)Cc1nc(-c2ccc(OC)cc2)no1)c1ccccc1C
8. O=c1c2ccccc2nc(SCc2cc([N+](=O)[O-])cc3c2OCOC3)n1-c1ccccc1
entry no.	1	2	3	4	5	6	7	8
USP1 inh	-2%	0%	-23%	-25%	-18%	-6%	-11%	-11%
Vif-APOBEC3G blk	-2%	-6%	2%	0%	0%	-8%	1%	3%
RXFP1 agonist	0.3%	-0.3%	1.5%	0.3%	1.9%	3.0%	0.4%	-0.4%
Vif-APOBEC3F blk	-18%	.	0%	-19%	-5%	2%	-1%	-8%
rTrxR1 inhibitor	3%	-5%	8%	25%	37%[activator]	12%	23%	33%
mIDH1 inhibitor	-4%	3%	-8%	8%	6%	11%	0%	-3%
ALOX12 inh	184%[activator]	?	0%	-23%	-11%	-5%	-24%	-12%
TrxR1 substrate	5%[57.1 µM]	-8%	-7%	4%	8%	-6%	-7%	16%
RGS4 inh	7%	20%	-2%	-52%	9%	-12%	9%	5%

9. CC1CN(c2nc(Nc3ccccc3)nc(N)c2[N+](=O)[O-])CC(C)O1 (stereo not given)
10. CC(C)Oc1ccc(S(=O)(=O)N2CCOCC2)cc1NC(=O)C(C)Oc1ccc(F)cc1 (stereo not given)
11. O=c1c2cnn(-c3ccccc3)c2ncn1Cc1ccco1
12. CN(CCO)c1cc(N2CCCCC2)c2nonc2c1[N+](=O)[O-]
13. O=C1S/C(=C/c2ccc(N3CCOCC3)o2)C(=O)N1Cc1c(F)cccc1Cl
14. Brc1ccc(-c2noc(CCc3ccccc3)n2)cc1
15. CCOC(=O)C1=C(C)NC(C)=C(C(=O)OCC)C1C(=O)OCC(=O)NCc1ccccc1OC
16. COCCCn1c2nc3ccccc3nc2c2c(=O)n(CC3CCCO3)cnc21 (stereo not given)
entry no.	9	10	11	12	13	14	15	16
USP1 inh	-18%	-18%	-11%	-16%	?	-1%	-15%	-4%
Vif-APOBEC3G blk	-4%	-8%	-6%	-9%	4µM*	-5%	-2%	-1%
RXFP1 agonist	-1.5%	0.4%	-0.7%	9.9%	0.9%	.	.	3.6%
Vif-APOBEC3F blk	-7%	3%	-1%	?	?	4%	-27%	-7%
rTrxR1 inhibitor	10%	10%	-4%[57.1 µM]	45µM*	8.9µM*	9%	7%[57.1 µM]	6%[57.1 µM]
mIDH1 inhibitor	0%	-2%	4%	4%	7%	-2%	0%	-2%
ALOX12 inh	4%	-1%	190%[activator]	-28%	28µM*	0%	1%	7%
TrxR1 substrate	-4%	-1%	-2%	-18%	-10%	3%	7%	197%[activator]
RGS4 inh	-21%	15%	-6%	-4%	?	-48%	-3%	12%

17. COc1ccc(C2CC(=O)Nc3c2c(=O)[nH]c2nc4ccccc4n32)cc1 (stereo not given)
18. CCOC(=O)c1cc2c(C(F)(F)F)cc(-c3ccccc3)nc2o1
19. COc1cccc(N2C(=O)CC(N3CCN(c4ccc([N+](=O)[O-])cc4)CC3)C2=O)c1 (stereo not given)
20. COc1ccc(C2NCCc3sccc32)cc1 (stereo not given)
21. Cc1cc(NC(=O)c2noc3c2CCc2ccccc2-3)no1
22. Cc1cccc(N(C(=O)CS(=O)CC(=O)Nc2ccc3c(c2)OCO3)C(C)C(=O)NC2CCCC2)c1C (stereo not given)
23. O=C(Cn1c(-c2ccccn2)nc2ccccc21)N/N=C/c1cccnc1
24. Cc1ccc(-c2nc(-c3cc4cccc(OCc5cccc(C)c5)c4oc3=O)no2)cc1
entry no.	17	18	19	20	21	22	23	24
USP1 inh	-25%	-8%	-21%	-17%	-4%	-25%	-16%	-20%
Vif-APOBEC3G blk	0%	-1%	0%	0%	1%	-4%	-3%	?
RXFP1 agonist	2.3%	0.9%	-0.5%	0.1%	0.4%	-1.6%	6.5%	13%
Vif-APOBEC3F blk	4%	-16%	1%	14%	-9%	-20%	8%	?
rTrxR1 inhibitor	1%	20%	20%[11.4 µM]	-10%[57.1 µM]	1%[57.1 µM]	16%	-25%[57.1 µM]	-21%
mIDH1 inhibitor	2%	3%	0%	-6%	1%	-2%	11%	-6%
ALOX12 inh	-7%&0%	-23%	-25%	-7%	-4%	-23%	263%[activator]	-10%
TrxR1 substrate	10%	21%	-1%	3%[57.1 µM]	6%[57.1 µM]	1%	4%[57.1 µM]	-10%
RGS4 inh	6%	-12%	15%	10%	32%	6%	-42%	-3%

25. COc1ccccc1P(=O)(Cc1ccccc1)c1ccccc1 (stereo not given)
26. Cc1cccc(NC(=O)CC(=O)Nc2cccc(C)c2)c1
27. Cc1cc(-c2ccc(S(=O)(=O)N3CCN(c4ccccc4F)CC3)s2)on1
28. CCn1c(SCC(=O)Nc2ccccc2)nnc1-c1ccc(S(=O)(=O)N2CCOCC2)cc1
29. COC(=O)CCc1nc2ccccc2[nH]c1=O
30. Cc1ccc2nc(-c3ccc(NC(=O)c4ccccc4S(C)(=O)=O)cc3)sc2c1
31. COc1ccc(NC(=O)Cn2nc(-c3ccccc3)c3cnc4ccc(C)cc4c32)cc1
32. COc1ccc(OC)c(S(=O)(=O)N2CCC(n3c(C)nc4cccnc43)CC2)c1
entry no.	25	26	27	28	29	30	31	32
USP1 inh	-15%	-14%	-17%	-14%	-17%	-15%	1%	2%
Vif-APOBEC3G blk	0%	0%	1%	-9%	-9%	4%	1%	-4%
RXFP1 agonist	1.8%	-2.4%	1.1%	0.2%	0.6%	0.7%	0.9%	0.3%
Vif-APOBEC3F blk	4%	6%	2%	-5%	-10%	-9%	2%	-4%
rTrxR1 inhibitor	-4%[11.4 µM]	12%[57.1 µM]	14%	2%[57.1 µM]	15%	10%[57.1 µM]	11%[57.1 µM]	0%[57.1 µM]
mIDH1 inhibitor	0%	8%	-4%	7%	0%	2%	-11%	-21%
ALOX12 inh	.	16%	11%	-3%	0%	-23%	?	-9%
TrxR1 substrate	-2%[11.4 µM]	-18%[57.1 µM]	0%	7%[57.1 µM]	32%	-5%[57.1 µM]	4%[57.1 µM]	0%[57.1 µM]
RGS4 inh	7%	-5%	-4%	-5%	0%	15%	-3%	-20%

A different layout for some results above:
cpd	structure	USP1 inh	Vif-APOBEC3G blk	RXFP1 agonist	Vif-APOBEC3F blk	rTrxR1 inhibitor	mIDH1 inhibitor	ALOX12 inh	TrxR1 substrate	RGS4 inh
27	Cc1cc(-c2ccc(S(=O)(=O)N3CCN(c4ccccc4F)CC3)s2)on1	-17%	1%	1.1%	2%	14%	-4%	11%	0%	-4%
28	CCn1c(SCC(=O)Nc2ccccc2)nnc1-c1ccc(S(=O)(=O)N2CCOCC2)cc1	-14%	-9%	0.2%	-5%	2%[57.1 µM]	7%	-3%	7%[57.1 µM]	-5%
29	COC(=O)CCc1nc2ccccc2[nH]c1=O	-17%	-9%	0.6%	-10%	15%	0%	0%	32%	0%
30	Cc1ccc2nc(-c3ccc(NC(=O)c4ccccc4S(C)(=O)=O)cc3)sc2c1	-15%	4%	0.7%	-9%	10%[57.1 µM]	2%	-23%	-5%[57.1 µM]	15%
31	COc1ccc(NC(=O)Cn2nc(-c3ccccc3)c3cnc4ccc(C)cc4c32)cc1	1%	1%	0.9%	2%	11%[57.1 µM]	-11%	?	4%[57.1 µM]	-3%
32	COc1ccc(OC)c(S(=O)(=O)N2CCC(n3c(C)nc4cccnc43)CC2)c1	2%	-4%	0.3%	-4%	0%[57.1 µM]	-21%	-9%	0%[57.1 µM]	-20%

(list continues)
33. Cc1cc(C)c(C#N)c(SCC(=O)Nc2c(C)n(C)n(-c3ccccc3)c2=O)n1
34. COCc1cc(C)nc(OCC(=O)N/N=C/c2ccc(O)cc2O)c1C#N
35. Cc1ccccc1S(=O)(=O)/N=C(/c1ccccc1)N(C)C
36. Cc1ccc(Cn2c(CNC(=O)Cc3cccc([N+](=O)[O-])c3)nc3cccnc32)cc1
entry no.	33	34	35	36
USP1 inh	4%	-24%	-7%	-9%
Vif-APOBEC3G blk	1%	5%	0%	1%
RXFP1 agonist	.	-3.1%	0.9%	0.9%
Vif-APOBEC3F blk	-11%	-12%	-2%	9%
rTrxR1 inhibitor	-3%[2.29 µM]	-3%	13%	9%[57.1 µM]
mIDH1 inhibitor	0%	9%	11%	-16%
ALOX12 inh	1%	1%	-4%	-29%
TrxR1 substrate	-5%[2.29 µM]	-8%	-4%	-3%[57.1 µM]
RGS4 inh	-1%	-8%	0%	6%
